Screening results deposited in PubChem BioAssay by several laboratories.
GASC-1 inh: inhibitors of human GASC-1 (JMJD2C) demethylase. AID 2099. inhibition, % at 2.35 µM. Q9H3R0. GST-JMJD2C(1-420) H3K9me3 demethylation, DELFIA europium. 0.069% of 330,000 active;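 active means more than half of a compound's replicate wells show inhibition beyond 50%, single wells judged on their own value; inconclusive means some, but no more than half, of replicates pass 50% inhibition; inactive means no replicate passes 50% inhibition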;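 further: signal counts dimethyl H3K9 product captured on neutravidin plate; 0% = median of DMSO wells and 100% = 0.3 times that DMSO median; strong numbers were not always called active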
VLA-4 inh: inhibition in a human VLA-4 binding assay; VLA-4 expressing cells, ligand binding flow cytometry; inhibition, % (about 7 µM as worked out from the volumes in the protocol); 0.2% of 330,000 active; in the data active means inhibition above about 50%
Target sequence (P13612 whole entry, looked up): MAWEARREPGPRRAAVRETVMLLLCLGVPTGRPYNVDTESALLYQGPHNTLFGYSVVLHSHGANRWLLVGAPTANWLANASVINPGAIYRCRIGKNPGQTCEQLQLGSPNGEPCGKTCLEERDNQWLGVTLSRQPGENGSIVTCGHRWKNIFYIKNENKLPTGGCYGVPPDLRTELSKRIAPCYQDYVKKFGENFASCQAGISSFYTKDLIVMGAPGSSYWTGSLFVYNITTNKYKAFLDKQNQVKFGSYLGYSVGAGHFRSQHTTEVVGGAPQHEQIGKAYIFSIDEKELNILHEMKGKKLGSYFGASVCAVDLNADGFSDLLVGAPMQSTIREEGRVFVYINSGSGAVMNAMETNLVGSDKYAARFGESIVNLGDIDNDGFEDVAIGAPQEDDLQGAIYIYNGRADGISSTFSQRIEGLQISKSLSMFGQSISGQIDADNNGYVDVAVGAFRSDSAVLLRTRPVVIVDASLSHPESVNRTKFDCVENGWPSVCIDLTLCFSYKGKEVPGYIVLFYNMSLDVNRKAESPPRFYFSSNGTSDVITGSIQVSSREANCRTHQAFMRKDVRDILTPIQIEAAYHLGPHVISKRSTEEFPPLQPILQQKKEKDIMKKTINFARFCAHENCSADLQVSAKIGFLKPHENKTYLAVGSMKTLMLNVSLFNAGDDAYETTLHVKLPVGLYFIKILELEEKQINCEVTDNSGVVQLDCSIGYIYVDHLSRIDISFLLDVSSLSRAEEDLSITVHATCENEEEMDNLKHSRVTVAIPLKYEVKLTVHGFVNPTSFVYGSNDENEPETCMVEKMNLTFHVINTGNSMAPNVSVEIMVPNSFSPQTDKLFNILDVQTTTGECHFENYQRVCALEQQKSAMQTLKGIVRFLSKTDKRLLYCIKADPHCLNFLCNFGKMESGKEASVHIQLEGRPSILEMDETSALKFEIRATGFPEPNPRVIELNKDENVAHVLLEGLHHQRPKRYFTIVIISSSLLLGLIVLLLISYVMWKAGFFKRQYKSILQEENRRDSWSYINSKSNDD
MEP2 TOR yeast: yeast TOR pathway MEP2-GFP modulation; S. cerevisiae MEP2-GFP strain, flow cytometry GFP, 3 h; 100% = DMSO control level; GFP response vs DMSO, % at 10 µM; 0.51% of 330,000 active;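 active means GFP response versus DMSO above a set limit, roughly screen mean plus 3 SD, cut at about 180% in these data; inconclusive means fewer than 70 cells counted for a yeast strain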;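 further: median GFP fluorescence of the barcode-gated MEP2-GFP cells per well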
CIT2 TOR yeast: modulators of TOR pathway CIT2-GFP in S. cerevisiae; S. cerevisiae CIT2-GFP strain, flow cytometry, 3 h; 100 means same as DMSO wells; GFP response vs DMSO, % at 10 µM; 0.065% of 320,000 active; AID 2029;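 active means GFP response relative to DMSO above a set limit, near the screen mean plus 3 SD, cut at about 150% in these data; inconclusive means Fewer than 70 cells measured for a yeast strain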;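 further: ratio of well median GFP fluorescence to mean of DMSO wells on the plate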
RPL19A TOR yeast: alters RPL19A-GFP fluorescence in TOR pathway yeast screen | S. cerevisiae RPL19A-GFP strain, flow cytometry, 3 h; stronger effect = lower value | percent response vs DMSO, % at 10 µM | AID 2025 | 0.3% of 330,000 active;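 active means percent response vs DMSO below 50%; inconclusive means fewer than 70 events counted for the yeast strain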;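 further: median channel GFP fluorescence of the barcoded RPL19A-GFP strain; ratio of sample median GFP to plate DMSO average so 100% = DMSO; lower means less RPL19A-GFP as with rapamycin TOR inhibition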
AGP1 TOR yeast: yeast TOR pathway AGP1-GFP modulation. S. cerevisiae AGP1-GFP multiplex flow cytometry, 3 h; GFP as percent of DMSO wells. GFP response vs DMSO, % at 10 µM. 0.02% of 320,000 active. AID 2066;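 active means GFP response relative to DMSO above a set limit, near screen average plus 3 SD, cut at about 150% in these data; inconclusive means fewer than 70 cells counted for the yeast strain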;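 further: median GFP channel fluorescence of the gated AGP1 strain per well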
GRK2 inh: inhibitors of human GRK2 displacing RNA aptamer | bead flow cytometry, FAM-aptamer displacement from GRK2 | 0.59% of 330,000 active | inhibition of aptamer binding, % at 10 µM | P25098;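 active means inhibition of aptamer binding above 40%, roughly 3 SD of noise, on plates passing a quality check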;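 further: median bead fluorescence of bound FAM aptamer so fluorescent compounds give negative values; no value below 0 was filed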
LAP4 TOR yeast: yeast TOR pathway LAP4-GFP modulation; S. cerevisiae LAP4-GFP multiplex, flow cytometry GFP, 3 h; median GFP as percent of DMSO wells; 0.34% of 320,000 active; AID 2023; GFP response vs DMSO, % at 10 µM;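 active means GFP response vs DMSO above a set limit, about the screen mean plus 3 SD, cut at about 150% in these data; inconclusive means under 70 cell events counted for the yeast strain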
The depositor's hits bear a star; i = inactive; ? = inconclusive; . = no result given; [ ] = another dose, or the depositor's remark.

SMILES	GASC-1 inh	VLA-4 inh	MEP2 TOR yeast	CIT2 TOR yeast	RPL19A TOR yeast	AGP1 TOR yeast	GRK2 inh	LAP4 TOR yeast
Cc1cc(C)n2nc(SCC(=O)N3CCCCC3C)nc2n1 (centres undefined)	9	6	92	91	99	92	0	93
O=C(c1cnn(C(=O)c2ccco2)c1)c1cc(F)ccc1O	2	15	83	93	88	82	11	89
CN1CCN(C2=C(Cl)C(=O)N(c3cccc(Cl)c3)C2=O)CC1	-20	-23	102	108	98	103	0	98
COC(=O)c1cccc(NC(=S)NCc2ccc(F)cc2)c1	-4	2	98	86	93	100	0	104
Cc1cc(/C=N/Nc2nc(N)ncc2[N+](=O)[O-])c(C)n1-c1ccccc1F	1	-3	97	95	97	94	0	97
CC1C/C(=N/N=C2/NC(=O)CS2)CC(C)(C)C1 (centres undefined)	3	-1	101	105	102	78	0	92
CCNC(=O)Cc1c(OC)ccc2cc(Br)ccc12	7	-4	105	89	93	92	0	103
Cc1cc(NC(=O)CSc2nc(C(C)C)nc3ccccc23)no1	-3	4	101	86	98	96	0	98
CCn1nc(C(=O)N[C@@H](CCSC)c2nc3ccccc3[nH]2)c2ccccc2c1=O	2	-8	103	96	100	98	0	95
Cc1cc(N/N=C/c2ccc(O)cc2O)nc(-n2nc(C)cc2C)n1	38	-13	95	98	86	99	0	94
O=c1c2ccccc2ncn1-c1ccc(Cl)c(Cl)c1	-2	-13	94	80	113	73	0	79
Cc1c(NS(=O)(=O)c2cc(C(=O)NCc3ccco3)cc(Cl)c2Cl)c(=O)n(-c2ccccc2)n1C	6	-11	101	110	103	108	0	103
CN(Cc1ccc2c(c1)OCCO2)C(=O)CSc1ncnc2sccc12	-13	-10	92	91	95	95	2	94
O=C(NNC(=O)c1ccccc1F)c1ccc(-c2ccc(Cl)cc2)o1	-6	3	99	105	93	90	1	126
Cc1ccc2c(CSc3nc4nc(C)cc(C)n4n3)cc(=O)oc2c1	0	-2	94	91	96	91	3	96
COc1ccccc1NS(=O)(=O)c1cc([N+](=O)[O-])ccc1N/N=C/c1sc(N2CCOCC2)nc1-c1ccccc1	-1	i	93	82	82	84	0	95
Cc1cccc(/C=N/Nc2ccc3ccccc3n2)c1	5	3	88	77	96	83	0	120
COc1ccc(-c2c(NC(=O)CC(C)C)n(C)c3ccccc3c2=O)cc1OC	-14	9	89	98	92	96	87*	99
O=C(Nc1ccccc1Cl)c1cc(S(=O)(=O)N2CCCCC2)ccc1N1CCOCC1	-4	-9	97	96	97	94	3	88
COc1ccc(S(=O)(=O)N2CCN(C(=O)CN3C(=O)NC4(CCCC4)C3=O)CC2)cc1	33	-4	106	109	110	85	9	72
CSc1nc2ncc3c(n2n1)CC(C)(C)CC3=O	7	7	101	102	98	104	0	103
CCOC(=O)CSc1nc2cc(C)ccc2cc1C#N	-5	-8	359*[may fluoresce violet]	?	56[may fluoresce violet]	21[may fluoresce violet]	6	110[may fluoresce violet]
CC(C)NC(=O)c1nc2ccccc2s1	20	2	110	99	100	105	0	107
CCOC(=O)C1CCN(S(=O)(=O)c2ccc(OC)c(C(=O)N3CCCCCC3)c2)CC1	-7	9	103	94	105	103	3	99
Cc1ccc(NC(=O)C2C3CCCC2C3c2ccccc2)cc1C (centres undefined)	30	13	103	101	102	100	0	98

Continued:
SMILES	GASC-1 inh	VLA-4 inh	MEP2 TOR yeast	CIT2 TOR yeast	RPL19A TOR yeast	AGP1 TOR yeast	GRK2 inh	LAP4 TOR yeast
CN(C)CCNC(=O)c1ccc2c(=O)n(Cc3ccc(Cl)cc3)c(=S)[nH]c2c1	0	13	105	105	107	101	0	95
Cc1ccc(OCCOC(=O)c2cccc(S(=O)(=O)N3CC(C)OC(C)C3)c2)cc1 (centres undefined)	-6	1	101	91	99	100	2	116
C=CSc1sc(Cl)c(N(CC)CC)c1[N+](=O)[O-]	1	12	93	87	95	98	0	93
Cc1cccc(NC(=S)N(CCN(C)C)Cc2cc3cccc(C)c3[nH]c2=O)c1	0	9	103	94	96	96	12	87
CCCc1cc(-c2n[nH]c(=S)n2-c2cccc(C)c2)cs1	-1	2	104	104	105	97	3	110
CC(=O)N1CCc2cc(S(=O)(=O)NC3CCCc4ccccc43)ccc21 (centres undefined)	10	4	119	81	95	100	0	94
Cc1cc(C(=O)N2CCN(C(c3ccccc3)c3ccccc3)CC2)no1	2	-11	91	99	91	89	2	92
CC1CCCN(CCCNC(=O)CCn2nc(-c3ccccc3)ccc2=O)C1 (centres undefined)	-5	-5	91	94	102	92	0	87
Cc1cccc(-n2ncc3c2CCCC3NC(=O)CCc2cccnc2)c1C (centres undefined)	4	9	93	95	99	105	6	97
COc1cccc(N2CCN(S(=O)(=O)c3cc4c(cc3C)N(C)CCO4)CC2)c1	-6	0	97	93	95	90	0	96
COc1ccc(NC(=O)CN(C)C(=O)c2c(-c3ccccc3Cl)noc2C)cc1	11	-3	100	98	98	107	0	105
COc1ccc(C(C)=O)cc1COC(=O)CNC(=O)c1ccc(F)cc1	12	1	106	108	106	108	0	102
CCCCn1cnc2c(oc3nc4c(cc32)CCCC4)c1=O	-5	-9	99	92	96	105	2	108
COc1ccc(CC(=O)Nc2ccc(OC)nc2)cc1	3	-1	110	89	97	99	0	115
CCN(C(=O)CSc1nc2ccccc2n1CC)C1CCS(=O)(=O)C1 (centres undefined)	1	-7	118	104	107	108	3	111
CCCN(CC(=O)Nc1ccccc1C)C(=O)c1cn2ccccc2n1	-3	5	98	102	97	96	2	98
OCCCNC(=S)Nc1ccc2nccnc2c1	-25	11	99	100	95	95	1	109
COc1ccc(-c2nnc(SCc3ccccc3F)o2)cc1OC	1	95*	108	110	94	104	0	108
O=C(OCc1cc(Cl)ccc1OC(F)F)c1cccnc1	-6	1	98	.	91	90	0	94
OCCC1CN(Cc2cc(F)ccc2-n2cccn2)CCN1Cc1ccc(F)cc1 (centres undefined)	8	1	92	75	96	105	3	95
S=C(Nc1cccc(Cl)c1)N(CCCN1CCCC1)Cc1cccn1Cc1ccc(Cl)cc1	6	13	93	99	100	103	0	111
CCOc1ccc(N(CC(=O)N/N=C/c2cccnc2)S(C)(=O)=O)cc1	3	6	97	103	100	95	0	88
COc1cccc(NC(=O)C2C3C=CC4(O3)C2C(=O)N(C(C)C)C4C(=O)NC2CCCCC2C)c1 (centres undefined)	4	-1	93	95	102	101	0	94
CN(CCO)c1cc(NCCCN2CCC(Cc3ccccc3)CC2)c2nonc2c1[N+](=O)[O-]	-34	17	96	95	104	101	0	102
O=C(O)c1cnc(-c2ccccc2)nc1Sc1ccccc1Cl	35	-5	103	100	100	104	2	103

3 compounds from above with just MEP2 TOR yeast and VLA-4 inh.
molecule	MEP2 TOR yeast	VLA-4 inh
COc1cccc(NC(=O)C2C3C=CC4(O3)C2C(=O)N(C(C)C)C4C(=O)NC2CCCCC2C)c1 (centres undefined)	93	-1
Cc1ccc(OCCOC(=O)c2cccc(S(=O)(=O)N3CC(C)OC(C)C3)c2)cc1 (centres undefined)	101	1
Cc1cccc(NC(=S)N(CCN(C)C)Cc2cc3cccc(C)c3[nH]c2=O)c1	103	9

(continued)
SMILES	GASC-1 inh	VLA-4 inh	MEP2 TOR yeast	CIT2 TOR yeast	RPL19A TOR yeast	AGP1 TOR yeast	GRK2 inh	LAP4 TOR yeast
O=C(CCCc1cccs1)Nc1nc2c(s1)CCCC2	-2	-13	102	116	103	98	5	94
CNc1oc(-c2cccs2)nc1C#N	-8	3	110	107	101	106	0	105
CCn1c(SCC(=O)Nc2c(C)n(C)n(-c3ccccc3)c2=O)nnc1-c1cccc(C)c1	20	8	93	90	94	92	2	93
O=S(=O)(c1ccc(Br)cc1)N1CCC2(CC1)OCCO2	-38	7	103	.	105	97	0	99
O=C(CCCCn1c(=O)[nH]c2ccsc2c1=O)NCc1cccnc1	2	-15	105	107	102	113	1	108
COc1cccc(N2C(=O)C(Cc3c[nH]c4ccccc34)NC2=S)c1 (centres undefined)	3	3	112	121	115	113	2	113
CCOC(=O)Cn1c(C)c(Br)c(COC)c(C#N)c1=O	-2	3	94	84	94	94	0	100
CCn1c(SCC(=O)N(C)CC(=O)Nc2ccc(F)c(F)c2F)nnc1-c1ccco1	-17	10	109	116	105	90	0	74
CCOC(=O)c1c(C)n(C)c2cc(-c3cccc(C(F)(F)F)c3)c(O)cc12	-1	13	105	107	108	102	0	95
Cc1ccc(-c2onc(C)c2C)cc1S(=O)(=O)N1CC(C)Oc2ccccc21 (centres undefined)	-1	13	102	95	102	104	5	113
CCCCNc1c(-c2cccc(Sc3ccc(OC)cc3)c2)nc2ccccn12	4	1	89	70	85	84	4	151*
CC(=O)OCC(=O)[C@@]12OC3(CCCC3)O[C@@H]1C[C@H]1[C@@H]3CCC4=CC(=O)C=C[C@]4(C)[C@@]3(F)[C@@H](O)C[C@@]12C	-14	21	103	89	98	88	5	125
COc1cccc(CCNC(=O)CC2C(=O)NCCN2CC(C)(C)C)c1 (centres undefined)	4	-8	97	94	93	96	0	92

A different layout for 16 compounds above.
Results follow in this order: GASC-1 inh | VLA-4 inh | MEP2 TOR yeast | CIT2 TOR yeast | RPL19A TOR yeast | AGP1 TOR yeast | GRK2 inh | LAP4 TOR yeast
Cc1cc(C)n2nc(SCC(=O)N3CCCCC3C)nc2n1 (centres undefined)
 : 9 | 6 | 92 | 91 | 99 | 92 | 0 | 93
O=C(c1cnn(C(=O)c2ccco2)c1)c1cc(F)ccc1O
 : 2 | 15 | 83 | 93 | 88 | 82 | 11 | 89
CN1CCN(C2=C(Cl)C(=O)N(c3cccc(Cl)c3)C2=O)CC1
 : -20 | -23 | 102 | 108 | 98 | 103 | 0 | 98
COC(=O)c1cccc(NC(=S)NCc2ccc(F)cc2)c1
 : -4 | 2 | 98 | 86 | 93 | 100 | 0 | 104
Cc1cc(/C=N/Nc2nc(N)ncc2[N+](=O)[O-])c(C)n1-c1ccccc1F
 : 1 | -3 | 97 | 95 | 97 | 94 | 0 | 97
CC1C/C(=N/N=C2/NC(=O)CS2)CC(C)(C)C1 (centres undefined)
 : 3 | -1 | 101 | 105 | 102 | 78 | 0 | 92
CCNC(=O)Cc1c(OC)ccc2cc(Br)ccc12
 : 7 | -4 | 105 | 89 | 93 | 92 | 0 | 103
Cc1cc(NC(=O)CSc2nc(C(C)C)nc3ccccc23)no1
 : -3 | 4 | 101 | 86 | 98 | 96 | 0 | 98
CCn1nc(C(=O)N[C@@H](CCSC)c2nc3ccccc3[nH]2)c2ccccc2c1=O
 : 2 | -8 | 103 | 96 | 100 | 98 | 0 | 95
Cc1cc(N/N=C/c2ccc(O)cc2O)nc(-n2nc(C)cc2C)n1
 : 38 | -13 | 95 | 98 | 86 | 99 | 0 | 94
O=c1c2ccccc2ncn1-c1ccc(Cl)c(Cl)c1
 : -2 | -13 | 94 | 80 | 113 | 73 | 0 | 79
Cc1c(NS(=O)(=O)c2cc(C(=O)NCc3ccco3)cc(Cl)c2Cl)c(=O)n(-c2ccccc2)n1C
 : 6 | -11 | 101 | 110 | 103 | 108 | 0 | 103
CN(Cc1ccc2c(c1)OCCO2)C(=O)CSc1ncnc2sccc12
 : -13 | -10 | 92 | 91 | 95 | 95 | 2 | 94
O=C(NNC(=O)c1ccccc1F)c1ccc(-c2ccc(Cl)cc2)o1
 : -6 | 3 | 99 | 105 | 93 | 90 | 1 | 126
Cc1ccc2c(CSc3nc4nc(C)cc(C)n4n3)cc(=O)oc2c1
 : 0 | -2 | 94 | 91 | 96 | 91 | 3 | 96
COc1ccccc1NS(=O)(=O)c1cc([N+](=O)[O-])ccc1N/N=C/c1sc(N2CCOCC2)nc1-c1ccccc1
 : -1 | i | 93 | 82 | 82 | 84 | 0 | 95
